Screening results (PubChem)
BaF3 parental: reduces parental Ba/F3 cell viability, JAK2V617F counter-screen; 220,000 tested, 1.1% active; inhibition, % at 5.6 µM; CellTiter-Glo ATP luminescence;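 active = inhibition above a per-campaign cutoff, the mean inhibition of all tested compounds plus 3 SD, cut at about 27% in these data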;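 also: 0% = DMSO wells and 100% = JAK Inhibitor I control wells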
TRPML3 ag: activates the human TRPML3 channel | Q8TDD5 | HEK293 TRPML3-YFP, Fluo-8 calcium fluorescence; 100% = the carbachol control signal | activation, % at 3 µM | 220,000 tested, 0.29% active;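 active = activation above its plate's cutoff, the mean activation of the plate's test wells plus 3 SD, cut at about 12% in these data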;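 also: 0% = DMSO only wells and 100% = carbachol wells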
Target sequence (Q8TDD5 whole entry, looked up): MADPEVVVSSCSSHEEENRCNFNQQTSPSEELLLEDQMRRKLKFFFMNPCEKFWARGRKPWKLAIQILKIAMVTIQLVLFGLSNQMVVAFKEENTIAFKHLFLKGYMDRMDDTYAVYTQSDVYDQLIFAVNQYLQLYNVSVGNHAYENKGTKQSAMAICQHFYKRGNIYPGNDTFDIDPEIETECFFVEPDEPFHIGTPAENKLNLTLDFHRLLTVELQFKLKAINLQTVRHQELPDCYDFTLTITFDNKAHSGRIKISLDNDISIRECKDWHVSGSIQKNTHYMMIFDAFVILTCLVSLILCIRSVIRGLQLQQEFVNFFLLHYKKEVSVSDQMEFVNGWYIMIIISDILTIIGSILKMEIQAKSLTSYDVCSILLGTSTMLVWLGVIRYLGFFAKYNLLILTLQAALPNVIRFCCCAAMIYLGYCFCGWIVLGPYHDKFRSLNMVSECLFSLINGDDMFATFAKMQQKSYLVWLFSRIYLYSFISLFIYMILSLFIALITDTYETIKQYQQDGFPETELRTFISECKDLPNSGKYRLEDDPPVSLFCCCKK
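Test system – HEK293 line with stable expression of human TRPML3-YFP channel · Control set – carbachol 87 µM final as high control (100%), DMSO as low control (0%) · Signal – Fluo-8 calcium dye fluorescence, ex 470-495, em 515-575 nm · Incubation – 1-h 37 °C dye load, 5-s basal, 120-s post-compound reads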
TRPN1 ag: agonists of zebrafish TRPN1 channel; HEK293 zebrafish TRPN1-YFP, Fluo-8 calcium fluorescence; 100% = response to 87 µM carbachol; 220,000 tested, 0.18% active; activation, % at 3 µM; AID 1424;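 active = activation above its plate's cutoff, the mean activation of test wells on that plate plus 3 SD, cut at about 19% in these data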;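 also: 0% = DMSO alone and 100% = 87 µM carbachol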
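Material – zebrafish TRPN1-YFP in HEK293 cells · Doses – 3 µM single point · Schedule – dye 1 h 37 °C plus 30 min RT · Signal – Fluo-8 calcium fluorescence, excitation 470-495 nm, emission 515-575 nm · Read-out – % activation versus carbachol response · Control set – carbachol high, DMSO low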
S1P4 antag: human S1P4 receptor antagonism | O95977 | S1P4-expressing cells, antagonist mode, reporter read-out | inhibition, % at 4.98 µM | 220,000 tested, 0.26% active; in the data active = inhibition above about 29%;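 also: 0% = wells stimulated with agonist and 100% = vehicle wells without agonist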
Target sequence (O95977 whole entry, looked up): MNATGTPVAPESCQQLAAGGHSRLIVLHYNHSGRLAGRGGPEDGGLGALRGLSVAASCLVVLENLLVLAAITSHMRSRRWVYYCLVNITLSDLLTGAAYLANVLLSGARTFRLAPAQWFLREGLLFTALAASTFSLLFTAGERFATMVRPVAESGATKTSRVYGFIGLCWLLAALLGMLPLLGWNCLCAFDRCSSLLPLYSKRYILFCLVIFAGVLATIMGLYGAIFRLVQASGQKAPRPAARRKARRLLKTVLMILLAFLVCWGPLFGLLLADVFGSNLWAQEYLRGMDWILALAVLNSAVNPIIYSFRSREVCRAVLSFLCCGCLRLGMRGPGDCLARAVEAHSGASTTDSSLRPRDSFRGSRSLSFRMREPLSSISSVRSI
S1P4 ag: human S1P4 receptor agonism; 220,000 tested, 0.35% active; O95977; activation, % at 4.98 µM; S1P4-expressing cell line, agonist reporter assay; AID 1509; in the data active = activation above about 11%;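 also: 0% = DMSO vehicle and 100% = reference agonist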
PERK inhibitor: human PERK inhibition, primary cell-based screen. CHO PERK-DD fusion, SEAP luminescence translation reporter. inhibition, % at 5.6 µM. Q9NZJ5. 220,000 tested, 0.17% active;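 active = inhibition above the mean inhibition of all tested compounds plus 3 SD, set separately per screening campaign, cut at about 2.9% in these data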;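 also: PERK kinase domain activated by AP20187 dimerizer at 100 nM; 0% = DMSO with dimerizer and 100% = rapamycin at 8.4 µM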
EP2 mod: modulates human prostaglandin E2 receptor EP2 signaling. induction, % at 25 µM. P43116. EP2-expressing cells, cAMP HTRF FRET, PGE2 co-stimulation. 260,000 tested, 0.83% active;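 active = compounds whose cAMP rise, as percent of the full-agonist control response, exceeds 60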;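 also: rat C6 glioma line stably carrying human EP2 under a CMV promoter; the protocol text gives 20 µM as final concentration; 100% = response of wells given 1 µM PGE2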
m-calpain inh: inhibitors of pig calpain II; AID 1236; 220,000 tested, 0.37% active; inhibition, % at 16 µM; purified calpain II, fluorogenic peptide substrate, 30 min;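 active = inhibition above about 50%, limit read from the data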
Ba/F3 V617F tox: loss of viability in JAK2V617F-driven Ba/F3 cells; Ba/F3 EpoR-JAK2V617F viability, ATP luminescence; inhibition, % at 5.6 µM; 220,000 tested, 1.1% active; AID 1446;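 active = inhibition above the campaign mean plus 3 SD over all tested compounds, cut at about 24% in these data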;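 also: cytokine-independent growth of Ba/F3 cells driven by EpoR plus mutant JAK2; 0% = DMSO-treated cells and 100% = JAK inhibitor I control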
Starred values were filed as active, the others as inactive; x = no result given; & = joins results of further samples.

SMILES	BaF3 parental	TRPML3 ag	TRPN1 ag	S1P4 antag	S1P4 ag	PERK inhibitor	EP2 mod	m-calpain inh	Ba/F3 V617F tox
CC(C(=O)c1ccc(Br)cc1)[n+]1cccc(NC(=O)c2ccccc2)c1 (centres undefined)	5	-0.2	-0.2	-4	0.7	1.2	-31	-9	-4
COc1cccc(/C=N/NC(=O)CSCC(=O)Nc2ccccc2)c1O	2	0.1	0.1	3	-4.3	0.3	-6	-16	-1
Cc1ccc(OCCSc2ncnc3sc(C)c(C)c23)cc1C	3	0.2	1.6	-7	1.7	0.9	26	-7	-3
O=C(C(=O)N1CCN(c2cccc(Cl)c2)CC1)N1CCCCC1	-1	-0.1	-0.6	-1	-2.6	0.6	-53	31	-1
CCN(C(=O)CN1CCN(S(=O)(=O)c2cc(Cl)ccc2Cl)CC1)c1c(N)n(Cc2ccccc2)c(=O)[nH]c1=O	4	0.7	0.7	8	-0.3	0.9	25	-12	-1
CCC(C)c1ccccc1OCCCCN1CCCC1 (centres undefined)	-2	0.4	-0.9	-3	-0.8	0.3	0	-4	-3
COc1ccc(CCn2c(C)cc(C(=O)CSc3nnnn3-c3ccccc3)c2C)cc1OC	4	1.1	-0.3	-12	4.7	-0.7	23	-26	-3
Cc1cc(Br)cc(C)c1NC(=O)c1ccccc1[N+](=O)[O-]	-5	0.3	-0.6	3	-0.5	0.9	-39	1	-4
Cc1cc(C)n2nc(C(=O)N/N=C/c3c4ccccc4cc4ccccc34)nc2n1	1	0.5	-0.6	-20	-1.2	0.2	5	-249	-1
O=C(Nc1nccs1)c1ccc(S(=O)(=O)NCC2CCCCC2)cc1	8	2.3	5.6	-28	0.6	-0.4	-41	-29	1
CCCN(CCC)C(=S)NC(=O)c1ccc(Cl)cc1Cl	-2	0.8	0.1	-44	-0.8	-0.9	-8	-15	-2
CCOc1cccc(/C(O)=C2/C(=O)C(=O)N(CCN3CCOCC3)C2c2cccnc2)c1 (centres undefined)	2	1.0	-0.3	21	1.0	0.6	-15	-1	0
CN1CCN(C(=O)CSc2nc(-c3ccco3)cc(C(F)(F)F)n2)CC1	-2	-0.3	-0.8	2	-2.1	1.2	-44&-14	0	-2
CCOc1ccc(-c2csc(C3COc4ccccc4O3)n2)cc1 (centres undefined)	5	1.1	0.9	-13	-1.3	-0.1	x	x	3
Cc1ccc(O)c(NC(=S)NC(=O)COc2ccc(Br)cc2)c1	4	20*	30*	-4	-0.7	-0.1	-61	2	5
Cc1ccc(-c2noc(CC(c3ccccc3)c3ccccc3)n2)cc1	1	1.0	-0.4	-2	1.8	1.4	33	38	-3
O=C(c1cc(F)ccc1F)C1CCCN(Cc2cccn2-c2ccccn2)C1 (centres undefined)	-4	-1.0	-1.2	-8	-1.2	-1.9	6	4	-3
Cc1ccc(NC(=O)Cn2c(=O)oc3cc(S(=O)(=O)N4CCC(C)CC4)ccc32)cc1C	12	0.5	-0.7	11	-2.0	-0.1	-2	-44	6
O=C(NC12CC3CC(CC(C3)C1)C2)c1ccc(-c2ccc(Br)cc2)o1	7	1.2	0.0	-25	3.8	1.0	-15	-4	0
CCN(Cc1ccncc1)C(=S)Nc1ccc(Cl)cc1	27*	1.4	1.2	-11	1.0	0.3	-27	14	24*
CCn1c(SCC(=O)Nc2ccc(C)cc2)nnc1-c1ccccn1	-1	0.1	-0.6	10	2.2	-0.8	19	-15	-3
COc1ccc(C2Nc3ccccc3C(=O)N2O)cc1OC (centres undefined)	3	-0.4	1.6	-39	2.1	0.3	3	-36	1
CC1=C(C)[N+](=O)C2(O)CCCCC2(C)N1[O-] (centres undefined)	-2	-0.2	1.4	2	0.2	1.6	-1	-20	-4
CCOc1ccccc1NC(=O)COC(=O)CNS(=O)(=O)c1ccc(C)cc1	2	-0.1	-1.3	-8	0.3	1.1	2	11	-4
c1cnc(Sc2ccc3nnnn3n2)nc1	1	0.8	0.7	-4	0.1	0.6	42	0	-3
Cc1cc(C)nc(N(C#N)S(=O)(=O)c2ccccc2Cl)n1	5	0.4	1.7	-8	1.3	-0.2	20	11	0
Cc1cccc(OCCSc2nc3c([nH]2)c(=N)ncn3Cc2ccccc2)c1	3	0.1	-2.2	-23	2.5	-0.5	-16	-15	-1
CCCCNC(=O)CCNS(=O)(=O)c1ccc(Br)cc1	3	-0.6	-0.3	-5	-0.1	-0.5	-18	-11	0
Cc1ccc(N2C(=O)CC(Nc3ccc(Cl)c(S(=O)(=O)N(C)C)c3)C2=O)c(C)c1 (centres undefined)	14	-0.6	0.8	-3	0.3	0.5	-31	-22	4
COCCCNC(=O)Cn1cnc2sc(C)c(S(=O)(=O)N3CCN(c4ncccn4)CC3)c2c1=O	7	1.2	1.6	15	-1.2	0.3	9	-25	0

Part of the list above, set out differently.
SMILES,BaF3 parental,TRPML3 ag,TRPN1 ag,S1P4 antag,S1P4 ag,PERK inhibitor,EP2 mod,m-calpain inh,Ba/F3 V617F tox
CCOc1ccccc1NC(=O)COC(=O)CNS(=O)(=O)c1ccc(C)cc1,2,-0.1,-1.3,-8,0.3,1.1,2,11,-4
c1cnc(Sc2ccc3nnnn3n2)nc1,1,0.8,0.7,-4,0.1,0.6,42,0,-3
Cc1cc(C)nc(N(C#N)S(=O)(=O)c2ccccc2Cl)n1,5,0.4,1.7,-8,1.3,-0.2,20,11,0
Cc1cccc(OCCSc2nc3c([nH]2)c(=N)ncn3Cc2ccccc2)c1,3,0.1,-2.2,-23,2.5,-0.5,-16,-15,-1
CCCCNC(=O)CCNS(=O)(=O)c1ccc(Br)cc1,3,-0.6,-0.3,-5,-0.1,-0.5,-18,-11,0

More results follow.
SMILES	BaF3 parental	TRPML3 ag	TRPN1 ag	S1P4 antag	S1P4 ag	PERK inhibitor	EP2 mod	m-calpain inh	Ba/F3 V617F tox
Cc1ccc(C(=O)Nc2ccc3c(c2)CCC3)o1	9	-0.4	1.9	0	0.6	0.6	-4	26	6
CC1CCc2sc(NC(=O)C3CC(Cl)=CCC3C(=O)O)c(C#N)c2C1 (centres undefined)	6	0.2	1.4	8	-1.3	0.4	4	14	3
C/C(=C\C=C(C#N)C#N)c1cc(C#N)c(N)o1	4	6.2	8.3	-16	1.1	1.5	-11	11	-1
COc1ccccc1NC(=O)CCC(=O)OCc1ccc([N+](=O)[O-])cc1	3	0.4	-0.1	2	-0.8	-1.0	-7	5	4
CC(=O)NC(Cc1c[nH]c2ccccc12)C(=O)Nc1ccc2c(c1)OCO2 (centres undefined)	1	-0.3	0.5	-1	-1.7	-0.2	-1	-12	-1
O=S(=O)(c1cccc(-c2n[nH]c(=S)o2)c1)N1CCOCC1	0	0.5	0.0	-2	0.1	0.5	13	4	-3
O=C(CSc1nc2ccccc2o1)Nc1nc2ccc(Br)cc2s1	2	1.1	-0.8	-10	-0.2	-0.1	-9	-170	-3
C/C(=N\NS(=O)(=O)c1ccc(Cl)cc1)c1ccc(O)cc1	3	1.0	0.9	-14	-0.7	1.8	-88	-23	-5
Cc1cccc(OCCc2nnc(N)s2)c1C	7	0.1	0.1	-8	-0.7	0.9	-13	3	8
CCCCCOC(=O)Cc1c(C)nc(-c2ccccc2)[nH]c1=O	2	0.8	0.8	-17	2.0	0.5	1	-1	0
Cn1c(SCC(O)c2ccccc2)nnc1-c1ccc2ccccc2c1 (centres undefined)	-2	0.5	0.0	13	-0.7	-0.5	-23	-3	-4
CCOC(=O)c1cnn2c(N)c(C#N)cnc12	-2	0.1	-0.1	-26	-1.2	-0.4	-1	-38	-3
CCCc1cc(=O)[nH]c(SCC(=O)Nc2ccc(Br)cc2Br)n1	-1	-0.3	-0.5	-2	0.5	1.4	32	0	-1
COc1ccccc1-c1nnc(SCC(=O)NC2CCS(=O)(=O)C2)n1CCc1ccccc1 (centres undefined)	7	0.6	-0.1	-6	-1.3	1.1	1	-14	3
CSCCC(NC(=O)c1cc(C(C)(C)C)oc1C)C(=O)O (centres undefined)	2	1.1	0.8	-27	0.3	0.4	10	25	1
Cc1ccc(C2C3CSCC=C3C(C#N)=C(N)C2(C#N)C#N)cc1 (centres undefined)	3	1.2	3.1	5	-0.3	0.5	-34	-120	-2
COc1ccc(-c2cc3nnc(-c4ccccc4)nc3s2)cc1	2	1.3	0.4	-22	1.2	-0.5	-7	1	1
N/C(=N\N=C\c1ccc2c(c1)OCO2)SC1CC(=O)N(c2ccc(C(=O)O)cc2)C1=O (centres undefined)	3	-1.0	-1.1	-18	0.6	1.5	29	-16	0
Cn1c(COc2nnc(-c3ccc(Cl)cc3)c3ccccc23)nc2ccccc21	8	-0.1	1.9	-7	0.4	1.8	24	19	5
O=C(O)CCC(=O)Nc1ccccc1C(=O)NCCc1ccccc1	2	0.6	0.3	-9	0.2	1.0	20	-6	-2
CC1=NN(c2cccc(Cl)c2)C(=O)C1	-6	1.1	3.1	0	0.2	1.7	26	-32	-3
COc1ccc(N=c2scc(-c3ccc(OC)cc3)n2CCO)cc1	4	1.9	4.7	-32	-2.7	0.5	-5	1	-2
Cc1ccc(-c2n[nH]c(=S)n2-c2ccccc2)cc1	-2	-0.8	-1.2	14	1.9	0.3	-4	-11	-4
CNC(=S)Nc1ccc(-c2nc3ccc(C)cc3s2)cc1	4	1.9	6.3	-31	2.2	0.7	-17	-110	-1
CC1(C)OC(=O)C(=Cc2ccc[nH]2)C(=O)O1	-4	1.2	0.8	7	0.6	2.6	-11	22	4
Cc1oc2ccc(NS(=O)(=O)c3ccccc3)cc2c1C(=O)Nc1ccccc1	7	0.0	-1.5	-16	0.7	-0.8	-11	3	-2
Cc1ccccc1CC(=O)c1ccc(O)c(C)c1O	1	0.6	-1.4	5	-0.1	0.3	-23	-9	1
CCn1c(SCC(=O)c2ccccc2)nc2ccccc2c1=O	7	-0.1	-0.7	2	-0.5	-0.5	-38	29	3
Cc1ccc(-c2cc(C(=O)N3CCN(c4ncccn4)CC3)c3ccccc3n2)cc1	6	-0.3	0.5	-4	1.0	-0.6	-27	-54	0
COc1ccc(NC(=O)N(Cc2cc3cc(OC)c(OC)cc3[nH]c2=O)CC2CCCO2)cc1 (centres undefined)	4	1.1	0.4	-1	0.8	-0.3	-25&8	-64	1
Cc1ccc(CNC(=O)c2ccc(Cl)cc2[N+](=O)[O-])cc1	1	-0.1	0.3	0	-2.4	1.3	-21	12	-2
Cc1cc(C)nc(NS(=O)(=O)c2ccc(N)cc2)n1	6	0.7	1.2	-8	2.5	1.3	2&19&5	3&-20	-1
O=C1OCCC1S(=O)(=O)c1ccc2ccccc2c1 (centres undefined)	2	1.0	0.8	10	-2.1	1.4	23	6	3
O=C(c1cn(-c2ccccc2)nc1-c1cccs1)N(CCO)Cc1ccccc1	3	0.9	1.1	14	-3.5	-0.5	9	15	-1
COc1ccc(-c2noc(-c3cccc(OC)c3OC)n2)cc1OC	2	0.9	1.4	-7	0.6	2.2	7	-14	-4
Cc1cccc(N2CCN(C(=O)c3cccn4c(=O)c5c(C)c(C)sc5nc34)CC2)c1C	3	0.5	-0.5	1	-0.1	-0.1	-2	-139	-5
Cc1ccccc1C(NC(N)=O)c1ccccc1 (centres undefined)	5	1.1	-0.5	-20	1.5	0.2	-1	5	4
CCOC(=O)C1C(=O)C=C(/C=C/c2ccccc2)CC1c1ccc(Cl)cc1 (centres undefined)	2	-0.3	-1.3	-10	-0.2	1.1	20	-2	-1
